Screens deposited in PubChem BioAssay by several laboratories.
SIAH1 antagonists = Siah-1 peptide-binding antagonists, primary screen, biochemical, fluorescence polarization, rhodamine-plectin, uHTS (AID 1817); E3 ubiquitin-protein ligase SIAH1 (Homo sapiens); Siah-1 / rhodamine-plectin peptide fluorescence polarization; higher % means a stronger effect; displacement, % at 20 µM, or IC50 in µM where a hit was titrated; hit rate 0.02% among 290,000;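 active = displacement of at least 50% at 20 µM, with a fluorescence ratio check between 0.3 and a set limit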;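 note: plate controls were Siah plus tracer with DMSO for no effect and tracer alone without Siah for full effect; strong numbers were not always called active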
UTI89 phage lysis = inhibition of K1F phage lysis, E. coli UTI89, bacterial capsule biogenesis inhibitors, alamar blue (AID 488966); E. coli UTI89 K1F phage lysis, alamar blue, 2 h; higher % means a stronger effect; hit rate 0.02% among 340,000; one-dose inhibition, % at 100 µM; IC50 in µM for titrated hits;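 active = phage lysis inhibition, versus mean bacterial control, above a set limit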;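 note: capsule biogenesis inhibitors block K1F phage lysis so surviving cells raise fluorescence; higher fluorescence means more inhibition of phage lysis; actives were called in the ten point dose series up to 300 µM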
* hit, by the source's call; [ ] = remark or other dose.

What do the screens show for `COc1ccc(NC(=O)COC(=O)CNC(=O)C2CCCCC2)cc1OC`?
UTI89 phage lysis: 0.3%[50 µM]

What do the screens show for `Cc1cccc(C)c1NC(=O)CN(C)C(=O)c1cccc(S(=O)(=O)N2CCN(c3ccc(F)cc3)CC2)c1`?
UTI89 phage lysis: -1.1%

Results for CCN(C[C@H]1N[C@@](C)(C(=O)OC)[C@H]2C(=O)N(C)C(=O)[C@@H]12)C(=O)c1ccc(C(C)(C)C)cc1 ?
UTI89 phage lysis: 1.5%

Results for c1ccc(-c2nc(SCc3nc4ccccc4[nH]3)c3oc4ccccc4c3n2)cc1 ?
UTI89 phage lysis: 0.9%

Results for COc1cc(/C=C/C(=O)OCC(=O)NCCc2ccc(S(N)(=O)=O)cc2)ccc1OCC#N ?
UTI89 phage lysis: 0.0%[50 µM]

How did O=C(NN=Cc1ccc([N+](=O)[O-])cc1)C1CC1 do in these assays?
UTI89 phage lysis: -0.5%

What do the screens show for `CC1CCN(C(=O)COC(=O)c2cccs2)CC1`?
UTI89 phage lysis: 3.1%

How did O=C(COC(=O)c1ccc2ncsc2c1)Nc1cc(Cl)ccc1F do in these assays?
UTI89 phage lysis: 0.7%[50 µM]

Results for CCCCN(C(=O)c1ccc(-c2ccc(Cl)cc2)o1)c1c(N)n(CC(C)C)c(=O)[nH]c1=O ?
UTI89 phage lysis: 0.7%[50 µM]

How did O=C(NC1CCCCC1)c1csnn1 do in these assays?
UTI89 phage lysis: 4.9%

How did C=CC[C@@H](Cc1ccc(F)cc1)C(=O)OC[C@@H]1CCCN1C(=O)[C@@H](CC=C)CC(=O)N(CCO)Cc1ccccc1 do in these assays?
UTI89 phage lysis: 11%

What do the screens show for `CC1C(=O)N2CCCc3cc(NC(=O)C4CCCCC4)cc1c32` (stereo not given)?
UTI89 phage lysis: 1.2%[50 µM]

How did COc1ccc(NC(=O)CSCC(=O)N(C)CC(=O)Nc2cccc3ccccc23)cc1 do in these assays?
UTI89 phage lysis: 0.6%[50 µM]

What do the screens show for `C[C@H](CO)N1C[C@H](C)[C@@H](CN(C)Cc2ccc(Oc3ccccc3)cc2)Oc2c(NC(=O)c3ccncc3)cccc2C1=O`?
UTI89 phage lysis: 1.2%

How did O=C(Nc1cc(Cl)ccc1N1CCOCC1)c1ccc(F)c(S(=O)(=O)N2CCOCC2)c1 do in these assays?
UTI89 phage lysis: 0.2%[50 µM]

What do the screens show for `COc1ccccc1NS(=O)(=O)c1cccc(NS(=O)(=O)c2cc(C(=O)O)ccc2OC)c1`?
UTI89 phage lysis: 1.2%

What do the screens show for `COC(=O)[C@H]1C[C@H](C(=O)O)[C@@H](C)C1(C)C`?
UTI89 phage lysis: 1.1%

How did COc1ccc(S(=O)(=O)N2CCOCC2)cc1NC(=O)CC(C)c1ccccc1 (stereo not given) do in these assays?
UTI89 phage lysis: 0.3%[50 µM]

How did O=C(CN1C(=O)C2CCCCC2C1=O)Nc1ccccc1N1CCCC1 (stereo not given) do in these assays?
UTI89 phage lysis: 3.0%[50 µM]

What do the screens show for `CC12CCC(C(NC(=S)NN)C1=O)C2(C)C` (stereo not given)?
UTI89 phage lysis: -3.7%

What do the screens show for `COc1ccc(-c2noc(CCC(=O)N3CCN(c4ccccc4Br)CC3)n2)cc1`?
UTI89 phage lysis: 0.2%

What do the screens show for `O=C(CCNC(=O)c1ccc(Br)cc1)Nc1ccc(S(=O)(=O)Nc2ncccn2)cc1`?
UTI89 phage lysis: -0.2%[50 µM]

How did O=C(Cc1csc(NC(=O)Nc2cccc(Cl)c2)n1)NCc1cccnc1 do in these assays?
UTI89 phage lysis: -0.3%[50 µM]

Results for COc1ccc(C(=O)CCc2ccccc2)c(O)c1 ?
UTI89 phage lysis: -0.2%

What do the screens show for `CC[C@]12c3[nH]c4ccc(OC)cc4c3CCN1C(=O)C(CC(=O)NCCc1ccccn1)C[C@@H]2C(=O)N1CCN(C(=O)c2ccco2)CC1` (stereo not given in full)?
UTI89 phage lysis: -0.1%

Results for C=CC1=C2C=C(C3CC3)N(CCCN(CC)CC)C=C2C(=O)C(C)(OC(=O)c2ccco2)C1=O (stereo not given) ?
UTI89 phage lysis: -0.2%

Results for COc1ccc(NC(=O)CC2SC(N3CCCCC3)=NC2=O)cc1OC (stereo not given) ?
UTI89 phage lysis: 0.6%[50 µM]

Results for CCN(CC)c1nc(N)c(C#N)c(CC#N)c1C#N ?
UTI89 phage lysis: 0.5%

What do the screens show for `COc1ccc(S(=O)(=O)NC2CC(=O)N(c3ccccc3)C2)cc1C` (stereo not given)?
UTI89 phage lysis: 0.5%[50 µM]

What do the screens show for `CCOc1ccc(OCCNC(=O)c2cc(C3CC3)nc3c2cnn3C(C)C)cc1`?
UTI89 phage lysis: -0.7%[50 µM]

What do the screens show for `CCN(Cc1cccs1)C(=O)c1cccc(S(=O)(=O)N2CCN(C)CC2)c1`?
UTI89 phage lysis: 0.4%[50 µM]

How did O=C(NCc1ccccc1F)C(=O)NCC1CCCN1S(=O)(=O)c1cccs1 (stereo not given) do in these assays?
UTI89 phage lysis: 1.3%[50 µM]

How did CCN(CC)CCNC(=O)c1ccc(NC(=O)c2ccc(C(=O)c3ccccc3)cc2)cc1 do in these assays?
UTI89 phage lysis: 1.6%[50 µM]

How did Cc1ccccc1NS(=O)(=O)c1ccc(C(=O)N2CCCC(C(F)(F)F)C2)cc1 (stereo not given) do in these assays?
UTI89 phage lysis: 0.5%[50 µM]

What do the screens show for `Cc1ccc(OCC(=O)OCC(=O)N2c3ccccc3CC2C)cc1C` (stereo not given)?
UTI89 phage lysis: 0.7%[50 µM]

What do the screens show for `Cc1nc(SC(C)C(=O)c2c(N)n(C)c(=O)n(C)c2=O)c2c(C)c(C)sc2n1` (stereo not given)?
UTI89 phage lysis: 0.3%[50 µM]

Results for CCOc1ccc(NS(=O)(=O)c2ccc(C(=O)NCc3ccncc3)cc2)cc1 ?
UTI89 phage lysis: 0.5%[50 µM]

Results for O=C(OCC(=O)N1CCc2ccccc2C1)c1ccc(OC(F)F)cc1 ?
UTI89 phage lysis: 1.0%[50 µM]

What do the screens show for `Cc1ccc(C(=O)NN=CC(=O)c2ccccc2)c(C)c1`?
UTI89 phage lysis: 0.4%[50 µM]

What do the screens show for `c1ccc2c(c1)ccc1ccccc12`?
UTI89 phage lysis: -2.5%

What do the screens show for `CCN1CCN(c2ncnc3scc(-c4ccc(C)c(C)c4)c23)CC1`?
SIAH1 antagonists: 8%; UTI89 phage lysis: 0.3%

What do the screens show for `CCOc1ccc(C(=O)Nc2cccc3cccnc23)cc1`?
SIAH1 antagonists: 20%; UTI89 phage lysis: 0.0%

How did NC(=O)CN1C(=O)C(=O)N(Cc2cccc(Cl)c2)C1=O do in these assays?
SIAH1 antagonists: 2%; UTI89 phage lysis: -0.1%

Results for Cc1ccccc1OC(=O)c1cccnc1 ?
SIAH1 antagonists: 1%; UTI89 phage lysis: -0.5%

How did CCOc1ccc(OCCNCc2ccc(OC(C)C(=O)N(C)C)c(OCC)c2)cc1 (stereo not given) do in these assays?
SIAH1 antagonists: 1%; UTI89 phage lysis: 0.0%

Results for N/C(=N\OC(=O)c1ccccc1F)c1ccc([N+](=O)[O-])cc1 ?
SIAH1 antagonists: 6%; UTI89 phage lysis: 0.1%

What do the screens show for `O=C(CCN1CCOCC1)Nc1ccc(F)cc1`?
SIAH1 antagonists: -2%; UTI89 phage lysis: 0.2%

Results for Cn1c(=O)[nH]c(=O)c2c1nc1n2CC(O)CN1c1ccccc1 (stereo not given) ?
SIAH1 antagonists: 1%; UTI89 phage lysis: 0.1%

Results for Cc1sc2nc(SCCN(C)C)n(-c3ccccc3)c(=O)c2c1-c1ccc(F)cc1 ?
SIAH1 antagonists: -4%; UTI89 phage lysis: 1.6%

What do the screens show for `Cc1ccc(N2CC(C(=O)OCC(=O)c3ccc([N+](=O)[O-])cc3)CC2=O)cc1` (stereo not given)?
SIAH1 antagonists: 15%; UTI89 phage lysis: -1.0%

Results for O=C(CCCCCNC(=O)N1CCn2c1nc1ccccc12)N[C@@H](Cc1ccccc1)C(=O)O ?
SIAH1 antagonists: -2%; UTI89 phage lysis: 8.2%

How did COc1ccc(Cc2nnc(NN)[nH]c2=O)cc1OC do in these assays?
SIAH1 antagonists: 6%; UTI89 phage lysis: 0.3%

How did Cn1c2ccccc2c(=O)c2ccc(C#CC3(O)CCCCC3)cc21 do in these assays?
SIAH1 antagonists: 4%; UTI89 phage lysis: -2.0%

How did CC(CCOS(N)(=O)=O)c1ccccc1 (stereo not given) do in these assays?
SIAH1 antagonists: 6%; UTI89 phage lysis: 0.5%

How did O=C(c1cccc(Oc2ccc([N+](=O)[O-])cc2)c1)N1CCOCC1 do in these assays?
SIAH1 antagonists: 1%; UTI89 phage lysis: 0.0%

What do the screens show for `O=C(CCCc1c[nH]c2ccccc12)NCc1ccccc1C(F)(F)F`?
SIAH1 antagonists: 2%; UTI89 phage lysis: 0.1%

Results for Nc1ccc(OCCc2ccccc2)cc1 ?
SIAH1 antagonists: -1%; UTI89 phage lysis: -0.6%

Results for Cc1ccc(C)c(NS(=O)(=O)c2csc(C(N)=O)c2)c1 ?
SIAH1 antagonists: -3%; UTI89 phage lysis: 0.2%

How did COc1ccc(CC(=O)Nc2sc3c(c2C(N)=O)CCCC3)cc1 do in these assays?
SIAH1 antagonists: 2%; UTI89 phage lysis: 0.1%

What do the screens show for `COc1ccc(CN2CCN(Cc3ccco3)CC2)c(OC)c1`?
SIAH1 antagonists: 5%; UTI89 phage lysis: 0.0%

How did COc1ccc(CNCc2ccc3c(c2)OCO3)cc1Br do in these assays?
SIAH1 antagonists: 15%; UTI89 phage lysis: 1.1%

Results for COC(=O)C1CCN(C(=O)C2CCN(C(=O)[C@H](C)NS(=O)(=O)c3ccc(C)cc3)CC2)CC1 ?
SIAH1 antagonists: -1%; UTI89 phage lysis: 5.7%

What do the screens show for `CCOc1ccc(N2C(=O)C3C(c4ccc(OC)cc4OC)NC(CCSC)(C(=O)OC)C3C2=O)cc1` (stereo not given)?
SIAH1 antagonists: -1%; UTI89 phage lysis: 0.1%

What do the screens show for `CCOc1ccc(C(=O)NCC2CCN(CC3CCCCC3)CC2)cc1`?
SIAH1 antagonists: 3%; UTI89 phage lysis: -0.6%

Results for CN(C)c1ccc(C2Nc3cccc4cccc(c34)N2)cc1 ?
SIAH1 antagonists: -5%; UTI89 phage lysis: 0.7%

Results for COc1ccc(N(CC(=O)Nc2ccc(Cc3ccncc3)cc2)S(=O)(=O)c2ccccc2)cc1 ?
SIAH1 antagonists: 0%; UTI89 phage lysis: 0.1%

What do the screens show for `CC(C)(O)c1[nH]c2cc(C(F)(F)F)ccc2c1C(C)(C)O`?
SIAH1 antagonists: 3%; UTI89 phage lysis: -0.7%

What do the screens show for `Cc1ccc(S(=O)(=O)N2CC(C(=O)O)Oc3ccccc32)cc1` (stereo not given)?
SIAH1 antagonists: 4%; UTI89 phage lysis: 0.0%

What do the screens show for `O=C(O)c1ccccc1-c1ccccc1C(=O)Nc1ccc(F)cc1`?
SIAH1 antagonists: -2%; UTI89 phage lysis: 0.3%

Results for Cc1cc(C)nc(SCC(=O)c2ccc(Cl)cc2)n1 ?
SIAH1 antagonists: 6%; UTI89 phage lysis: 0.1%

What do the screens show for `CCOC(=O)CCc1c(C)c2ccc(OC3CCCCC3=O)c(C)c2oc1=O` (stereo not given)?
SIAH1 antagonists: 3%; UTI89 phage lysis: 0.1%

How did O=C(Nc1ccc2c(c1)OCCO2)c1ccc(Br)cc1 do in these assays?
SIAH1 antagonists: 5%; UTI89 phage lysis: 0.1%

How did COc1ccc2ccccc2c1C1NC(=O)NC(C)=C1[N+](=O)[O-] (stereo not given) do in these assays?
SIAH1 antagonists: 3%; UTI89 phage lysis: 0.0%

How did CCCN(C(=O)c1cn(C)c(=O)c2ccccc12)c1ccccc1C do in these assays?
SIAH1 antagonists: 4%; UTI89 phage lysis: 0.2%

How did Cn1c(/C(C#N)=C(\O)c2ccc([N+](=O)[O-])s2)nc2ccccc21 do in these assays?
SIAH1 antagonists: 3%; UTI89 phage lysis: 0.2%

How did COCCCNC(=S)Nc1ccc2nc(N3CCOCC3)cc(C)c2c1 do in these assays?
SIAH1 antagonists: -3%; UTI89 phage lysis: 0.2%

Of the compounds above, these contain a thiophene ring, fused or not:
What do the screens show for `CC1CCN(C(=O)COC(=O)c2cccs2)CC1`?
UTI89 phage lysis: 3.1%

What do the screens show for `CCN(Cc1cccs1)C(=O)c1cccc(S(=O)(=O)N2CCN(C)CC2)c1`?
UTI89 phage lysis: 0.4%[50 µM]

How did O=C(NCc1ccccc1F)C(=O)NCC1CCCN1S(=O)(=O)c1cccs1 (stereo not given) do in these assays?
UTI89 phage lysis: 1.3%[50 µM]

What do the screens show for `Cc1nc(SC(C)C(=O)c2c(N)n(C)c(=O)n(C)c2=O)c2c(C)c(C)sc2n1` (stereo not given)?
UTI89 phage lysis: 0.3%[50 µM]

What do the screens show for `CCN1CCN(c2ncnc3scc(-c4ccc(C)c(C)c4)c23)CC1`?
SIAH1 antagonists: 8%; UTI89 phage lysis: 0.3%

Results for Cc1sc2nc(SCCN(C)C)n(-c3ccccc3)c(=O)c2c1-c1ccc(F)cc1 ?
SIAH1 antagonists: -4%; UTI89 phage lysis: 1.6%

Results for Cc1ccc(C)c(NS(=O)(=O)c2csc(C(N)=O)c2)c1 ?
SIAH1 antagonists: -3%; UTI89 phage lysis: 0.2%

How did COc1ccc(CC(=O)Nc2sc3c(c2C(N)=O)CCCC3)cc1 do in these assays?
SIAH1 antagonists: 2%; UTI89 phage lysis: 0.1%

How did Cn1c(/C(C#N)=C(\O)c2ccc([N+](=O)[O-])s2)nc2ccccc21 do in these assays?
SIAH1 antagonists: 3%; UTI89 phage lysis: 0.2%

An excerpt; rates above refer to the full screens.
